Screening data: PubChem, The Scripps Research Institute Molecular Screening Center
ADAM17 inh: ADAM17 inhibition, QFRET primary screen. P78536. recombinant ADAM17, EDANS/DABCYL FRET peptide cleavage. inhibition, % at 6.95 µM. 370,000 tested, 0.83% active. AID 720648;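 active = inhibition above the mean of compounds lying between control limits plus 3 SD, set per campaign, cut at about 8.5% in these data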;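 note: 0% = DMSO-only wells as the low control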
SIAE inh: inhibitors of human sialic acid acetylesterase SIAE | inhibition, % at 9.66 µM | 370,000 tested, 0.69% active | AID 1053197 | Q9HAT2 | SIAE FP-Rh probe binding, fluorescence polarization;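 active = inhibition above a cutoff: mean of compounds within the control limits plus 3 SD of those, cut at about 17% in these data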;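 note: 0% = plate median of compound wells and 100% = probe without SIAE protein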
ASAP1 inh: inhibitors of human ASAP1 ArfGAP activity; ASAP1-stimulated ARF1 GTP hydrolysis, GDP FP detection; AID 624377; inhibition, % at 16.5 µM; 360,000 tested, 0.19% active; in the data active = inhibition above about 25%;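 note: 0% = vehicle with enzyme and substrate and 100% = no enzyme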
PLC-beta3 inh: inhibitors of human phospholipase C beta3 | Q01970 | Purified PLC-beta3, fluorogenic substrate, fluorescence | inhibition, % at 12.2 µM | 370,000 tested, 0.18% active; in the data active = inhibition above about 11%;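 note: 0% = median of compound wells on plate and 100% = full blocker control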
ADAM10 inh: ADAM10 inhibition, QFRET primary screen; recombinant ADAM10, EDANS/DABCYL FRET peptide cleavage, 3 h; inhibition, % at 7 µM; 370,000 tested, 0.62% active; AID 720582; O14672;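 active = inhibition above a per-campaign cutoff equal to the mean of compounds falling between control-based bounds plus 3 SD, cut at about 20% in these data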;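 note: 0% = DMSO wells while the 100% control is not disclosed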
Target sequence (O14672 214-748 limits assumed): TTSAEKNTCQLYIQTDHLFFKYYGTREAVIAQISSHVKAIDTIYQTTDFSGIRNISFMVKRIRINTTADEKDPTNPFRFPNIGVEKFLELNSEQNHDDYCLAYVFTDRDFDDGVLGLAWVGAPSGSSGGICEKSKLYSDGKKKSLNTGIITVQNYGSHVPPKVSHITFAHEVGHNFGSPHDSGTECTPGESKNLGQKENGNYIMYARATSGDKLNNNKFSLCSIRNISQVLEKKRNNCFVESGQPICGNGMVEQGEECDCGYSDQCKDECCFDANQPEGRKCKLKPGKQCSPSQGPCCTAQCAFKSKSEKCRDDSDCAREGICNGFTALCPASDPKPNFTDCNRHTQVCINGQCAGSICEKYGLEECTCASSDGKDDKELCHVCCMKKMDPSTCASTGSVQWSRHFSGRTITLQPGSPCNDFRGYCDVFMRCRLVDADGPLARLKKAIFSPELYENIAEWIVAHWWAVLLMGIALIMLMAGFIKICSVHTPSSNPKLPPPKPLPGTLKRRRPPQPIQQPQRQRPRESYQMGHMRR
TDP2 inh: TDP2 (human) inhibition, absorbance primary screen; O95551; recombinant TDP2, T5PNP hydrolysis, p-nitrophenol absorbance 415 nm; inhibition, % at 12.8 µM; 370,000 tested, 0.34% active; AID 720702;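 active = inhibition above the mean of all tested compounds plus 3 SD, set per campaign, cut at about 25% in these data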;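 note: 0% = DMSO with enzyme and 100% = buffer with substrate but no TDP2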
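Material: recombinant human TDP2; quantity: TDP2 enzyme at 120 nM final; medium: Tris-HCl pH 7.5 with MgCl2; compound: single concentration, 12.8 µM nominal, with 1% DMSO; incubation: 2 h enzyme incubation at 37 °C; signal: epi absorbance; measure: percent inhibition; benchmarks: high control without enzyme, low control DMSO plus TDP2; repeats: singlicate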
DDE Tn7 FP inh: inhibitors of Tn7 peptide binding to human fibrin DD(E) | FP displacement of FITC-Tn7 peptide from fibrin DD(E); 0% = median of compound wells per plate | 370,000 tested, 0.13% active | inhibition, % at 8.3 µM;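 active = inhibition above the mean of compounds falling within the control limits plus 3 SD of them, cut at about 14% in these data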;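 note: 0% = plate median of compound wells and 100% = 10 µM Aha-Tn7 peptide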
Target sequence (P02675 whole entry, looked up): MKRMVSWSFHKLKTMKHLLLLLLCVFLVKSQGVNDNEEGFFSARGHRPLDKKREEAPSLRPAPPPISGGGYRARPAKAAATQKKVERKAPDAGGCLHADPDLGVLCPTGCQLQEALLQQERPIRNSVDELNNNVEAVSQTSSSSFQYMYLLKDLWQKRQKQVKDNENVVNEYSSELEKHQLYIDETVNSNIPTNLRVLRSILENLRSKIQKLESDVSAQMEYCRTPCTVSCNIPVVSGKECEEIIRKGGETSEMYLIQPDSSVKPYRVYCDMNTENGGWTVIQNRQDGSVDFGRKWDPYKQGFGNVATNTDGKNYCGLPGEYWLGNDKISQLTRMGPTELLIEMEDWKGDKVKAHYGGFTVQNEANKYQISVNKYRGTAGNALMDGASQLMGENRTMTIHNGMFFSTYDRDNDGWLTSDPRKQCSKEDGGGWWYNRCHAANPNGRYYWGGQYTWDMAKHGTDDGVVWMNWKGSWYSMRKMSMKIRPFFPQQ
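Assay system: Human fibrin DD(E) protein | Medium: Tris buffer with calcium and detergent, pH 7.8 | Reagent: 0.1 µM fluorescent Tn7 | Compound dosing: Single point at 8.3 µM | Times: 10 min preincubation, 3 h with tracer, room temperature | Detection: Fluorescence polarization of the labelled Tn7 tracer | Controls: Aha-Tn7 high control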
ARFGAP1 inh: rat ARFGAP1 inhibition. Q62848. Arfgap1-stimulated ARF1 GTP hydrolysis, GDP FP detection. inhibition, % at 16.5 µM. 360,000 tested, 0.26% active. AID 651572;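 active = inhibition above a per-plate limit, mean inhibition of low control wells plus 3 SD, cut at about 25% in these data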;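 note: 0% = DMSO wells with enzyme and 100% = wells lacking Arfgap1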
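Material: rat Arfgap1 GAP domain (His6, aa 1-136), purified enzyme. Also added: human ARF1(Δ1-17)-GTP substrate. Compound dosing: 16.5 µM single point, 1.26% DMSO. Timing: enzyme reaction 120 min at 25 °C after 20 min preincubation. Signal: GDP detection by fluorescence polarization. Read-out basis: percent inhibition of GAP-stimulated GDP formation, scaled between DMSO and no-Arfgap1 medians.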
Tn6 DDE FP: inhibitors of Tn6 peptide binding to human fibrin DD(E); P02675; Fibrin DD(E) TRITC-Tn6 fluorescence polarization displacement; inhibition, % at 8.3 µM; 370,000 tested, 0.21% active; AID 720509;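 active = inhibition above a per-campaign cutoff: mean of compounds within control limits plus 3 SD, cut at about 15% in these data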;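 note: 0% = median of all compound wells on the plate and 100% = blocking peptide control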
PLCg1 inh: PLC-gamma1 (human) inhibition, primary screen. purified PLC-gamma1, fluorogenic substrate, fluorescence. inhibition, % at 12.2 µM. 370,000 tested, 0.84% active; in the data active = inhibition above about 9.5%
Numbers without * were called inactive; i = inactive. Not a hit list; overall some 3.6% were active at least once.

Below each SMILES: ADAM17 inh, SIAE inh, ASAP1 inh, PLC-beta3 inh, ADAM10 inh, TDP2 inh, DDE Tn7 FP inh, ARFGAP1 inh, Tn6 DDE FP, PLCg1 inh
CCOC(=O)C1CCN(C(=O)CCS(=O)(=O)c2ccc3c(c2)n(C)c(=O)c(=O)n3C)CC1
  -5.4, -1.4, 5.9, -8.2, -23.9, -10.3, 1.7, 9.0, -2.8, -7.0
C=CCNC(=O)COC(=O)c1ccc(Cl)c(S(N)(=O)=O)c1
  -3.7, 2.1, -1.0, -3.9, 1.8, -1.2, 1.5, 4.8, -3.3, -0.6
COc1cc(/C=N/Nc2ccc([N+](=O)[O-])cc2S(=O)(=O)N2CCOCC2)cc(OC)c1OC
  2.1, 4.3, 5.6, 5.2, -1.7, -9.2, 3.2, 2.2, 5.7, 3.3
COCCN1C(=O)CCC1(C)c1nnnn1Cc1ccccc1 (stereo not drawn)
  -1.4, -0.4, -4.4, 2.4, -2.7, -3.5, 0.6, 14.6, 7.3, -0.8
CC1(C)Cc2c(sc3nc(-c4cccs4)n(N)c(=O)c23)CO1
  -17.5, -1.0, -7.3, -117.7, -54.4, 4.4, -6.8, 6.3, -2.5, -85.7
COc1ccc(C(CNC(=O)c2ccc(S(=O)(=O)Nc3cccc(C)c3C)cc2)N2CCOCC2)cc1 (stereo not drawn)
  -1.3, -2.9, 9.1, -1.8, -7.8, -0.7, -5.8, 8.0, -6.7, 1.7
COc1ccc(S(=O)(=O)N2CCCCCC2)cc1C(=O)N1CCCC(C(F)(F)F)C1 (stereo not drawn)
  -5.4, 11.3, 11.1, 3.2, -9.8, -8.3, -3.1, -1.9, -3.5, -2.5
CCN(CC(=O)NC1CCS(=O)(=O)C1)S(=O)(=O)c1cc([N+](=O)[O-])ccc1C (stereo not drawn)
  -5.1, 0.1, 10.5, -0.4, -1.4, 12.2, -7.8, 1.0, -1.2, -2.5
S=C(NCCN1CCOCC1)Nc1cccc2ccccc12
  -0.1, -0.1, -2.4, 0.4, -9.6, -10.0, -9.7, -5.0, 1.3, 1.4
COc1ccc(-c2c(C#Cc3ccsc3)c3cc(-c4cccc5[nH]ccc45)ccc3n2C)cc1
  -0.1, -8.4, 5.9, -175.6, -16.2, -6.5, -6.5, 8.3, 2.7, -128.2
O=C1C=CC(=O)N1
  7.2, -11.0, 4.7, 7.8, 12.4, -15.3, 2.9, -23.9, 4.6, 7.0
CC(=O)c1cccc(-n2nnnc2SCC(=O)Nc2cc(C)on2)c1
  -3.9, -1.3, -4.5, -8.4, -4.3, -4.3, 2.7, -20.2, 0.4, -2.3
O=C1CCCC(=O)C1C(c1ccc(Cl)cc1)C1C(=O)CCCC1=O
  -2.6, 1.1, -9.4, -5.6, -7.4, 8.7, 2.6, -4.2, -10.0, 5.3
CCN(CC)S(=O)(=O)c1cccc(C(=O)NC2=NCCS2)c1
  -0.6, 0.8, 0.5, -4.3, -1.6, 12.2, -9.7, -7.2, -1.6, 1.5
CCOc1ccccc1N1CCN(C(=O)Nc2cccc(Cl)c2)CC1
  0.4, -0.1, -4.5, 3.1, 4.2, -0.4, -0.7, -5.0, 5.2, 1.8
CC(C)C(NS(=O)(=O)c1cccc2nsnc12)C(=O)N1CCn2c1nc1ccccc12 (stereo not drawn)
  0.6, 5.3, 9.1, 2.0, -3.6, 6.2, 1.3, 14.9, -2.4, 1.1
Cc1ccc(S(=O)(=O)N2[C@@H](c3ccccc3)C(C(=O)O)=CC[C@H]2c2ccc(Cl)c(Cl)c2)cc1
  -2.9, -3.9, 0.0, -7.4, 1.9, 3.1, 1.4, -16.6, -0.3, -5.1
CC(OC(=O)c1cn(-c2ccccc2)nc1-c1cccnc1)C(N)=O (stereo not drawn)
  0.5, 0.0, 3.0, -6.5, 1.5, 12.4, 5.2, -10.0, 6.1, 0.4
COc1ccc(OC)c(C2C/C(=N/O)C(C)C(c3cc(OC)ccc3OC)N2)c1 (stereo not drawn)
  -1.1, 8.1, 13.8, -3.5, 2.5, 19.4, -2.6, 0.4, 4.5, 1.7
CCOc1cc(C(=O)OCC(=O)Nc2ncc(Cl)c(C)c2Cl)ccc1OCC(=O)N1CCOCC1
  -1.3, 2.1, 6.0, -9.5, -15.9, 9.7, -3.1, 2.9, 5.8, -8.4
Cn1cnc(NCc2ccccc2)c1[N+](=O)[O-]
  0.7, -2.8, 1.2, -6.5, 2.2, 4.6, -0.9, 4.6, -1.0, 3.1
CCCSc1nnc(NC(=O)Nc2ccccc2)s1
  4.5, 4.7, 5.8, 4.5, -0.8, -5.5, -2.6, -0.1, -15.6, 3.3
Cc1ccc(S(=O)(=O)N(CC(=O)Nc2ccc(C)c(Cl)c2)C(=O)N2CCN(C)CC2)cc1
  -3.1, -11.1, -8.0, -2.5, -4.1, 1.3, -0.8, 3.8, 3.8, 0.7
COc1ccc(Cc2nc3ccc(C(=O)N(C)C(C)c4ccon4)cc3o2)cc1 (stereo not drawn)
  -6.3, -1.8, -6.6, -9.1, -2.4, -5.5, 2.1, -10.5, -0.5, -1.9
Cc1cc(N2CCN(c3ccccc3)CC2)nc(N2CCOCC2)n1
  -2.4, 5.0, 7.1, -5.4, 2.3, 7.4, -0.4, -3.6, 12.0, -1.3
Cc1ccc(-c2nc3ccc(Cl)cn3c2CC2CCCCC2)cc1
  -4.8, -2.1, 3.0, -3.0, -20.0, -0.7, -2.0, -7.2, 1.4, -2.7
COc1ccccc1CNC(=O)C1CCC(CNS(=O)(=O)c2ccc(NC(C)=O)cc2)CC1 (stereo not drawn)
  -3.7, -2.1, 5.1, -1.5, -1.2, -7.6, 6.3, -10.2, -2.6, 0.7
COc1ccc(C(=O)N2CCCN(C)CC2)cc1S(=O)(=O)N1CCCc2ccccc21
  -0.8, -1.1, 3.7, 0.6, -5.4, 4.8, -3.2, 5.7, 6.3, 3.0
Cc1ccc(OCCNC(=O)C2CC(=O)N(Cc3ccccc3)C2)cc1 (stereo not drawn)
  2.2, -1.5, 3.4, -0.7, -7.5, -0.4, -4.4, 5.1, -2.8, 2.9
CC(=O)c1ccc(NC(=O)COC(=O)c2c3c(nc4ccccc24)/C(=C\c2cccs2)CCC3)cc1
  -8.2, -104.1, 23.2, -150.3, -19.5, 3.7, -2.4, 32.0*, -9.6, -128.5
CCOC(=O)c1ccc(S(=O)(=O)N2CCC(N3CCCCCC3)CC2)cc1
  2.2, 8.4, 15.8, 5.3, 4.4, -4.8, 6.5, 2.5, -4.2, 8.8
O=C(Nc1ccc(Cl)c(Cl)c1)Nc1ccccn1
  -2.6, -9.0, 8.0, -1.2, 4.2, 7.6, 6.4, -3.5, -5.7, 4.3
O=C(c1cc(-c2ccco2)on1)N1CCCc2ccccc21
  -3.9, -0.3, 12.9, -6.3, 3.2, 4.6, 6.8, 10.8, -0.7, -5.5
CCOc1ccc(CCNC(=O)CCc2nc3ccccc3[nH]2)cc1OCC
  -1.9, -2.2, -5.7, -4.4, -0.5, 16.3, -4.5, 9.4, 2.8, -1.4
COc1ccc2[nH]c(C(=O)N3CCNCC3)cc2c1OC
  -1.6, 4.3, 5.8, -16.0, 6.9, -9.0, 0.8, -8.0, -0.9, -4.6
COc1ccc(CNC(=O)CN(c2ccccc2OC)S(=O)(=O)c2cccs2)cc1
  -6.1, 5.4, 8.2, -5.4, -2.1, 3.3, -4.7, -2.4, -10.2, 2.1
Cc1cc(Cl)ccc1NC(=O)CCC(=O)O
  -1.8, 1.9, -12.3, 3.9, -2.6, 1.7, 0.9, 13.4, 3.8, -1.0
Cc1c(C(=O)OCC(=O)N(C)C2CCS(=O)(=O)C2)oc2ccc(Br)cc12 (stereo not drawn)
  -4.7, -0.8, 4.9, -7.5, -4.1, -2.8, 3.2, 14.1, 3.8, 1.1
COc1ccccc1Nc1ncnc2ccc(C)cc12
  -3.6, 0.0, -9.6, -18.1, -9.9, 5.4, -1.1, -3.4, -2.6, -17.8
Cc1ccc(-c2nc(NCCCN(C)C)c3ccccc3n2)cc1
  -2.5, 2.3, 4.2, -5.4, -5.4, 3.5, -2.2, -1.8, -3.4, -5.0
CCOc1ccc(S(=O)(=O)NCC2CCCO2)cc1 (stereo not drawn)
  -1.5, -1.7, -4.2, 1.7, -1.9, -7.3, 2.1, 6.2, 3.3, 2.4
O=C(NC1CCCCC1)C(c1ccco1)N(C(=O)c1csnn1)c1ccccc1 (stereo not drawn)
  1.3, -0.9, -15.2, -1.4, -2.2, 14.4, -0.2, -6.7, 1.0, -2.1
COc1ccc(C2NC(=O)c3ccccc3N2)cc1OC (stereo not drawn)
  -214.3, 3.0, 7.2, -236.1, i, -16.4, -1.5, 6.4, -4.8, -221.7
O=C(NCCCN1CCOCC1)c1ccc2c(=O)n(Cc3ccccc3)c(=S)[nH]c2c1
  1.2, -1.3, 0.5, -5.8, 0.2, 5.6, 3.4, 0.9, 4.9, 0.1
O=C(OCc1ccccc1)N1CCCC2CC1c1ccccc12 (stereo not drawn)
  -2.3, -3.2, -10.1, -3.6, -14.6, 0.1, 10.0, -5.8, 2.9, -3.0
CC(C)(CNC(=O)c1cc2c(s1)CCCC2)N1CCOCC1
  -3.5, -2.8, 9.0, -6.4, -1.5, -5.9, -4.1, 10.5, -7.8, -1.6
CCOc1ccc(N=Nc2c(C)[nH]n(-c3ccccc3)c2=O)cc1
  0.9, 7.8, -5.7, -1.0, -1.2, 8.7, 0.5, 13.2, 6.0, -0.2
Cc1ccc(/C=C/C(=O)OCC(=O)N(C)c2c(N)n(Cc3ccccc3)c(=O)[nH]c2=O)o1
  -6.5, 0.1, -12.1, -5.1, -13.4, 4.0, 5.9, 6.0, -6.9, -5.4
COc1ccc(Nc2nnc(SCC(=O)Nc3cc(C)on3)s2)cc1
  2.9, 11.5, 7.8, -2.6, -19.3, -6.0, -11.5, 16.3, -3.1, -0.8
O=C(O)c1ccccc1-c1ccccc1C(=O)Nc1ccccc1-c1ccccc1
  -2.5, -1.1, 8.4, -2.1, 7.6, -10.4, 1.6, 3.2, 4.0, 0.8

As entered above.
DDE Tn7 FP inh with `CCOc1ccc(N=Nc2c(C)[nH]n(-c3ccccc3)c2=O)cc1` = 0.5
DDE Tn7 FP inh with `COc1ccc(Nc2nnc(SCC(=O)Nc3cc(C)on3)s2)cc1` = -11.5
ADAM10 inh with `O=C(O)c1ccccc1-c1ccccc1C(=O)Nc1ccccc1-c1ccccc1` = 7.6
